TIM10 inh = growth inhibitors of isogenic TIM10 control yeast, primary screen, counter-screen for tim10-1 yeast inhibitor project, luminescence, uHTS; AID 463195, 2010; S. cerevisiae TIM10 strain growth, BacTiter-Glo luminescence, 24 h; hit rate 1.4% among 330,000; inhibition, % at 10 µM;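 active means inhibition of 40% or more at the single tested concentration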;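 further: wild-type TIM10 isogenic control strain grown at permissive 25 °C; 0% = DMSO yeast wells and 100% = minimal medium wells without yeast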
tim10-1 inh = growth inhibitors of tim10-1 mutant yeast, primary screen, luminescence, uHTS; S. cerevisiae tim10-1 ts strain growth, BacTiter-Glo, 24 h; inhibition, % at 20 µM; hit rate 2.2% among 330,000; AID 463190, 2010;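 active means inhibition of at least 40%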;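 further: mutant grown at 25 °C; 0% = DMSO wells with yeast and 100% = wells holding no yeast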
hIAP inh = human IAP inhibitors, primary screen, biochemical, luminescence, uHTS. purified IAP, CDP-Star luminescence, 30 min. inhibition, % at 10 µM. hit rate 0.12% among 330,000. AID 2544, 2010;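 active means inhibition reaching a set limit with compound at 10 µM in the primary screen, cut at about 35% in these data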;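 further: plate controls were DMSO wells with enzyme for no effect and no-enzyme buffer wells for full effect; values of inactives mirror those of a sister screen read the other way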
Target sequence (P09923 whole entry, looked up): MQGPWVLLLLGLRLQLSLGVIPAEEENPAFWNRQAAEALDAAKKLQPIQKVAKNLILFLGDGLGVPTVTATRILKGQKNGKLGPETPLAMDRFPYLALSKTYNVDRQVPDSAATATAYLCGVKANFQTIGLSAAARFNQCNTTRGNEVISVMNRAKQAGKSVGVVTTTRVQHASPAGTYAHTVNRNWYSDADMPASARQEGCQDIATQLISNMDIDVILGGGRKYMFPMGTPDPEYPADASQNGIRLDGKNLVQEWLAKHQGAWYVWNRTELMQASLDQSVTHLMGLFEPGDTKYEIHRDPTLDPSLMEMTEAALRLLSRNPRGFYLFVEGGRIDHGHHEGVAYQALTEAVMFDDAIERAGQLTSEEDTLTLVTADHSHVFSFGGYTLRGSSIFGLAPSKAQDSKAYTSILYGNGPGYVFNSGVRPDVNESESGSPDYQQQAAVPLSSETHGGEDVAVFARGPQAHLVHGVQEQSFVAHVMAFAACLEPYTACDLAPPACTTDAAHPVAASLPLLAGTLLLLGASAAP
hIAP act = human IAP activators, primary screen, biochemical, luminescence, uHTS | Intestinal-type alkaline phosphatase (Homo sapiens), P09923 | purified human IAP, CDP-Star luminescence, 30 min; stronger effect = higher value; 1 = vehicle-only enzyme, 0 = enzyme-free background | activation factor at 10 µM | hit rate 0.16% among 330,000 | AID 2524, 2010;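 active means activation factor of the enzyme at least 2-fold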; further: the source names both 10 and 20 µM as test concentration; values of inactives mirror those of a sister screen read the other way
mIAP block = inhibitors of mouse IAP, primary screen, biochemical, luminescence, uHTS; inhibition, % at 10 µM; intestinal alkaline phosphatase [Mus musculus]; purified mouse IAP, CDP-Star luminescence, 30 min; AID 2806, 2010; hit rate 0.2% among 330,000;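 active means inhibition of at least 40% at 10 µM in the primary screen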;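 further: plate controls were DMSO with enzyme for no effect and no enzyme wells for full effect; values of inactives mirror those of a sister screen read the other way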
Apaf-1 inh = inhibitors of human Apaf-1 apoptosome, primary screen, biochemical, DEVD-Rh110 fluorescence, uHTS | hit rate 0.71% among 330,000 | Apoptotic protease-activating factor 1 (Homo sapiens), O14727 | AID 489030, 2010 | inhibition, % at 20 µM | reconstituted apoptosome caspase-3 activity; active means inhibition of at least 40% at 20 µM;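 further: plate controls were DMSO wells for no effect and DEVD-CHO caspase inhibitor wells for full effect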
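Medium: Hepes buffer, pH 7.5 / System: biochemical Apaf-1 apoptosome reconstitution / Measured by: Rh110 fluorescence, excitation 480 nm, emission 540 nm / Times: compound with Apaf-1, dATP, procaspase-3 30 min, then 50 min reaction, room temperature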
NLRP3 yeast inh = NALP3 inflammasome inhibitors in reconstituted yeast, primary screen, luminescence, uHTS. Yeast reconstituted NLRP3/ASC/caspase-1, beta-gal luminescence, 24 h. inhibition, % at 10 µM. hit rate 0.39% among 330,000. AID 2825, 2010;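 active means inhibition of 50% or more; inactive means inhibition below 50%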;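 further: plate controls were induced DMSO wells for no effect and uninduced yeast grown without galactose for full effect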
ATG4B inh = ATG4B protease inhibitors, primary screen, biochemical, fluorescence, uHTS. ATG4B cleavage of LC3-PLA2, NBD-HPC fluorescence, 1 h. inhibition, % at 8.33 µM. hit rate 0.51% among 340,000. AID 504462, 2011; in the data active means inhibition above about 40%
Target sequence (Q9Y4P1 whole entry, looked up): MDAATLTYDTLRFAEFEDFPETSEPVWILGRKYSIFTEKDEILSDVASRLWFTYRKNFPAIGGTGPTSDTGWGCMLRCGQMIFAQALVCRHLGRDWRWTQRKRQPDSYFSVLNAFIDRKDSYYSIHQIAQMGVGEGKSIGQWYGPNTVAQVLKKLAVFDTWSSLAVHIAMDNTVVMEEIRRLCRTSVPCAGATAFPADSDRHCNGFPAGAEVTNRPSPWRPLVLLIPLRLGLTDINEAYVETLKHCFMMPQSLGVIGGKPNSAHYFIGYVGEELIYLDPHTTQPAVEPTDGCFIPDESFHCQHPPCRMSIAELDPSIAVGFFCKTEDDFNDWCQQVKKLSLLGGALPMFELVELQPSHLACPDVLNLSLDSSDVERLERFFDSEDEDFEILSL
mIAP activ = activators of mouse IAP, primary screen, biochemical, luminescence, uHTS. intestinal alkaline phosphatase [Mus musculus]. AID 2805, 2010. hit rate 0.24% among 330,000. muIAP, CDP-Star luminescence, 30 min; stronger effect = higher value; 1 = vehicle-only enzyme signal, 0 = enzyme-free wells. activation factor at 10 µM;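 active means activation factor of at least 2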; further: the source names both 10 and 20 µM as test concentration; values of inactives mirror those of a sister screen read the other way
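Assay system: mouse IAP enzyme / Compound: DMSO-dissolved test compounds / Timing: 30 min, room temperature / Measured by: luminescence from enzymatic CDP-Star hydrolysis / Control set: DMSO-only wells, enzyme-free buffer wells as negative control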
* = called active by the depositor; · = no result given. Hits appear at their usual frequency; about 4.5% have a hit in one of these screens.

SMILES	TIM10 inh	tim10-1 inh	hIAP inh	hIAP act	mIAP block	Apaf-1 inh	NLRP3 yeast inh	ATG4B inh	mIAP activ
Cc1cc(OCc2nc(-c3ccc(NC(=O)c4cccnc4)cc3)no2)ccc1Cl	16.7	13.3	20.6	0.794	0.0	7.3	26.1	-1.1	1
CSc1ccc(NC(=O)C(C)N2CCN(C)CC2)cc1 (centres undefined)	-4.1	-6.0	11.8	0.882	6.6	-4.4	14.2	-8.0	0.934
Cc1cc2oc3ccc(NCCC4CCCN4C)cc3c(=O)c2cc1C (centres undefined)	27.0	17.7	7.4	0.926	6.5	46.9*	3.1	13.2	0.935
CCCC(=O)N1CCN(S(=O)(=O)c2cc(Cl)ccc2OC)CC1	-13.2	-3.7	-20.4	1.2	-4.4	-1.6	14.2	7.5	1.04
CCN(CC)S(=O)(=O)c1ccc(Cl)c(NC(=O)CSc2nnc(-c3cccs3)o2)c1	6.7	2.1	1.0	0.99	17.4	7.8	13.8	10.1	0.826
CS/C(=N\S(=O)(=O)c1cccs1)Nc1ccc(F)cc1	0.8	7.7	-5.0	1.05	-8.6	-4.7	-17.2	-0.8	1.09
CCN(C(=O)CSc1nc2ccccc2c(=O)n1C(C)COC)C1CCS(=O)(=O)C1 (centres undefined)	12.4	6.5	11.2	0.888	-7.1	-11.3	-3.0	-2.2	1.07
COc1c(F)c(F)c(C(=O)Nc2ccc(-c3nc4ccccc4[nH]3)cc2)c(F)c1F	-1.0	-3.7	8.4	0.916	-7.7	-20.9	-14.4	10.0	1.08
O=C(CSc1ncn(-c2ccccc2)n1)Nc1nc2ccccc2s1	7.7	11.4	11.1	0.889	3.3	1.1	22.5	0.9	0.967
COc1cc(NC(=O)c2ccccc2)c(OC)cc1NC(=O)CN1C(=O)N(C)C2(CCCCC2)C1=O	-0.9	15.7	5.6	0.944	-0.2	15.1	15.3	-14.4	1
CC(=O)Oc1c(S(=O)(=O)c2ccccc2)c(C)nn1C(C)(C)C	33.6	28.9	-7.5	1.07	0.2	4.0	-1.0	-3.1	0.998
NCCSc1c(-c2ccc(F)cc2)[nH]c2ccccc12	8.1	-4.7	13.2	0.868	-7.2	-17.7	19.2	-7.7	1.07
O=C(NCc1ccccc1)C1CCCN1S(=O)(=O)c1ccc(F)cc1 (centres undefined)	3.5	-0.8	9.5	0.905	-6.1	-8.6	9.4	-0.5	1.06
Cc1cccn2c(=O)c3cc(C(=O)NCCN4CCOCC4)c(=N)n(Cc4cccnc4)c3nc12	8.6	3.3	-17.3	1.17	6.3	-3.9	-3.6	1.6	0.937
CCN(CC)S(=O)(=O)c1cc(NC(=O)COC(=O)CCc2nc3ccccc3s2)ccc1C	12.5	33.9	10.0	0.9	-3.2	2.1	0.9	-11.1	1.03
COc1ccc(-c2ncncc2-c2csc(C)n2)c(O)c1	13.0	5.2	3.7	0.963	1.4	2.9	3.2	-5.0	0.986
COc1ccc(CN(Cc2ccccn2)C(=O)CN2C(=O)C(C)Oc3ccccc32)cc1 (centres undefined)	31.7	25.7	19.5	0.805	-0.1	-11.4	7.8	-10.0	1
COc1ccc(-n2c(=O)[nH]cc(C(=O)Nc3ccc4c(c3)OCCO4)c2=O)cc1OC	11.8	7.5	9.4	0.906	6.9	1.0	21.6	1.2	0.931
O=C(Nn1cnc2ccccc2c1=O)c1ccccc1F	-4.0	-1.6	0.8	0.992	-9.1	6.5	8.6	-1.7	1.09
COc1cccc(NC(=O)c2ccc3snnc3c2)c1	-0.5	4.8	-6.5	1.06	-2.6	3.8	36.9	2.7	1.03
O=S(=O)(NCC1CCCO1)c1ccc(S(=O)(=O)N2CCCC2)cc1 (centres undefined)	12.1	16.8	0.8	0.992	-7.8	-17.3	9.8	-12.5	1.08
Cc1ccc(CNC(=O)/C=C/c2ccc(S(=O)(=O)NCc3ccco3)cc2)cc1	-7.6	-1.3	9.7	0.903	2.0	5.7	8.1	-11.9	0.98
O=C(CSc1nc(-c2ccccc2)cc(C(F)(F)F)n1)N1CCOCC1	-12.1	29.0	-29.2	1.29	-2.9	-1.0	25.3	0.6	1.03
O=C(Nc1ccc(Cl)cc1)NN1CC(=O)N(c2cccc(C(F)(F)F)c2)CC1=O	2.6	-1.2	19.4	0.806	1.6	-15.0	5.0	-3.6	0.984
CC(C(=O)NC1CCCc2ccccc21)N1C(=O)C2CCCCC2C1=O (centres undefined)	12.5	16.6	-1.7	1.02	-8.5	3.3	1.5	-0.6	1.08

Looked up above:
hIAP act result of O=C(Nn1cnc2ccccc2c1=O)c1ccccc1F is entered as 0.992
Apaf-1 inh result of CC(=O)Oc1c(S(=O)(=O)c2ccccc2)c(C)nn1C(C)(C)C is entered as 4.0

(cont.)
SMILES	TIM10 inh	tim10-1 inh	hIAP inh	hIAP act	mIAP block	Apaf-1 inh	NLRP3 yeast inh	ATG4B inh	mIAP activ
COc1cc([N+](=O)[O-])cc(/C=N/NC(=O)c2cccnc2)c1O	-3.8	13.7	-30.4	1.3	17.7	-16.4	1.4	-1.5	0.823
COc1cc(COc2ccc(-c3nnco3)cc2)ccc1OC(F)F	1.8	-10.1	6.0	0.94	6.0	3.7	26.7	-0.3	0.94
O=C(CSc1ccc(-c2ccco2)nn1)NCc1ccccc1	-10.2	-0.4	6.4	0.936	-3.8	2.2	0.0	-6.3	1.04
COc1ccc2cc(Br)ccc2c1CC(=O)NC(C)C	-2.2	9.1	-7.0	1.07	3.8	-2.8	17.9	-0.4	0.962
CCN(CC)CC(C)CNC(=O)C1(O)c2ccccc2NC(=O)N1c1ccc(Cl)c(Cl)c1 (centres undefined)	9.6	-11.3	-4.2	1.04	5.0	-2.8	12.4	-3.6	0.95
CCOc1cc(/C=N/NC(=O)C(=O)NC2CC2)cc(Br)c1O	-11.4	-0.6	4.9	0.951	-3.1	-15.4	12.1	-6.7	1.03
CC(C)CCNc1nc(N2CCCC2)c2c(c1C#N)CCN(C)C2	21.3	25.4	11.0	0.89	0.1	39.3	2.8	-7.2	0.999
COc1cc(O)c(C(CC(=O)N2CCCCC2)c2ccc(N(C)C)cc2)c(OC)c1 (centres undefined)	6.4	17.5	-5.2	1.05	-10.3	5.3	-2.5	-5.6	1.1
Cc1cc(C)n(-c2ccc(C(=O)NC(C)C)cc2)n1	4.9	-4.1	-10.6	1.11	-10.3	-1.0	19.4	1.0	1.1
O=C1CC(c2cccc(F)c2)C2=C(CCCC2=O)N1 (centres undefined)	-5.2	-0.3	7.0	0.93	9.5	-1.5	14.4	0.4	0.905
O=C(NCC(=O)N(c1ccccc1)C(C(=O)NC1CCCCC1)c1cccnc1)c1cccs1 (centres undefined)	-1.1	14.6	-3.4	1.03	-3.4	-9.7	15.6	-8.8	1.03
Cc1[nH]c2ccccc2c1/C=N/NC(=O)c1cccc(S(=O)(=O)Nc2cccc(C(F)(F)F)c2)c1	0.3	7.4	-2.2	1.02	9.1	13.7	-0.4	4.6	0.909
O=C(CC1C(=O)NCCN1Cc1cccc(F)c1)NC1CCC1 (centres undefined)	1.8	-8.4	-34.1	1.34	7.0	2.3	12.3	3.3	0.93
Cc1cccc(-n2ncc3c(NCCc4ccc(S(N)(=O)=O)cc4)ncnc32)c1	1.0	9.4	14.0	0.86	-1.7	9.0	5.7	-21.4	1.02
O=C(NC1CCN(Cc2ccccc2)CC1)c1ccc2c(c1)OCCCO2	-7.1	-14.4	-72.8	1.73	7.5	-2.5	6.9	2.6	0.925
Cn1nc(C(=O)N2CCN(c3ccccc3)CC2)c2c1-c1ccccc1S(=O)(=O)C2	14.1	22.5	-15.5	1.16	1.5	1.4	11.4	1.7	0.985
CCOc1ccc(NC(=O)CNC(=O)c2cn(-c3ccccc3OC)c(=O)c3ccccc23)cc1	13.5	7.2	-20.0	1.2	-4.1	8.5	19.3	-15.5	1.04
CC(NC(=O)c1ccccc1)c1nc2ccccc2n1Cc1ccccc1F (centres undefined)	36.2	39.9	-0.6	1.01	5.3	6.7	-32.2	·	0.947
O=C(CNC(=O)c1ccc2c(c1)OCO2)N/N=C/c1cccc([N+](=O)[O-])c1	24.7	10.2	-17.8	1.18	5.2	-8.9	-9.4	-5.4	0.948
COc1ccccc1C1CCN(C(=O)c2cccc([N+](=O)[O-])c2)CC1	5.5	24.9	13.7	0.863	9.3	7.9	1.8	-1.3	0.907
CC(=O)c1ccc(N2CCN(C3CCC(C(C)(C)C)CC3)CC2)cc1 (centres undefined)	-98.1	-115.4	1.6	0.984	2.2	11.1	33.4	-10.8	0.978
O=C(CC1CCCC1)Nc1nnc(C2CC2)s1	-1.0	16.0	13.4	0.866	-1.4	11.9	28.2	-7.3	1.01
CN(Cc1cccc(F)c1)C(=O)c1ccc(S(=O)(=O)N2CCCCCC2)cc1	1.9	0.0	6.5	0.935	-1.7	17.9	17.3	0.1	1.02
Cc1c(NC(=O)C(C)OC(=O)c2ncc(Cl)c(Cl)c2Cl)c(=O)n(-c2ccccc2)n1C (centres undefined)	9.6	-1.0	-2.7	1.03	5.6	1.1	12.4	4.1	0.944
Cc1cccc(NC(=S)NC23CN4CN(CN(C4)C2)C3)c1	-11.6	10.0	2.5	0.975	3.8	-2.9	11.5	1.4	0.962

The list goes on.
SMILES	TIM10 inh	tim10-1 inh	hIAP inh	hIAP act	mIAP block	Apaf-1 inh	NLRP3 yeast inh	ATG4B inh	mIAP activ
Cc1cc(C)cc(N(CC(=O)NCc2ccco2)S(=O)(=O)c2c(C)noc2C)c1	8.6	38.0	-33.5	1.33	-11.2	18.0	9.9	-4.0	1.11
COc1ccccc1NC(=O)c1coc(=O)c(Br)c1	12.7	-0.5	-3.5	1.03	3.5	-3.0	9.5	-2.7	0.965
CC(C)N(C(=O)Cn1c(SCC(=O)NC2CC2)nc2ccccc21)C(C)C	15.6	-3.2	-15.2	1.15	4.8	-3.9	3.9	2.1	0.952
O=C(CSc1ncnc2c1cnn2-c1ccccc1Cl)N1CCN(C(=O)c2ccco2)CC1	3.7	10.0	-6.2	1.06	-3.1	4.7	5.3	-9.3	1.03
O=c1[nH]n(Cc2ccccc2)c2ccccc12	-6.8	2.8	-11.0	1.11	-0.9	-13.5	19.0	2.3	1.01
C=CCOC(=O)C1=C(C)OC(N)=C(C#N)C1c1ccc(OC)c(CSc2ccccn2)c1 (centres undefined)	36.8	27.0	-16.4	1.16	12.9	12.2	4.9	-2.2	0.871

Sorted by value in ATG4B inh (lowest first): three from the list above.
smiles	hIAP inh	hIAP act	mIAP block	NLRP3 yeast inh	ATG4B inh	mIAP activ
O=C(CSc1ncnc2c1cnn2-c1ccccc1Cl)N1CCN(C(=O)c2ccco2)CC1	-6.2	1.06	-3.1	5.3	-9.3	1.03
Cc1cc(C)cc(N(CC(=O)NCc2ccco2)S(=O)(=O)c2c(C)noc2C)c1	-33.5	1.33	-11.2	9.9	-4.0	1.11
O=c1[nH]n(Cc2ccccc2)c2ccccc12	-11.0	1.11	-0.9	19.0	2.3	1.01

Screening results (PubChem)
